Screening data (PubChem BioAssay)
14-3-3 Bad PPI: disrupts binding of bovine 14-3-3 zeta to phospho-Bad peptide | TR-FRET 14-3-3zeta/Dy647-pBad peptide displacement, 1 h | inhibition, % at 21.7 µM | 220,000 compounds, 0.71% hits;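 active = inhibition above about 70%, limit read from the data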;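 note: 0% = full 14-3-3 plus peptide FRET controls and 100% = background without 14-3-3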
Target sequence (P63103 whole entry, looked up): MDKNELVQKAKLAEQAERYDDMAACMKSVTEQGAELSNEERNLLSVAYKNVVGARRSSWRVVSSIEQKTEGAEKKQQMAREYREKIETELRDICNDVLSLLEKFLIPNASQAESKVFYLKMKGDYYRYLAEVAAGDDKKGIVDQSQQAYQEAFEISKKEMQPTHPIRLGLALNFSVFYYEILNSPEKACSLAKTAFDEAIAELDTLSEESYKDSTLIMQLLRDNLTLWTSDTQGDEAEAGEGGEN
thrombin 1536: blocks human thrombin protease activity; P00734; alpha-thrombin, Boc-VPR-AMC fluorogenic substrate cleavage; inhibition, % at 5 µM; 220,000 compounds, 0.26% hits; AID 1046;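 active = inhibition at or above 40%; inactive = inhibition below 40%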;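 note: 0% = enzyme with no compound and 100% = wells without enzyme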
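Material: human alpha-thrombin enzyme / Medium: pH 7.5 Tris (50 mM) with NaCl 150 mM, Tween 20 0.05% / Compound: single-point dosing at 5 µM, 0.2% DMSO / Incubation: enzyme reaction carried out at room temperature / Detection: AMC fluorescence, 355/460 nm / Read-out basis: percent inhibition scaled between no-compound controls and no-enzyme blanks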
Runt-CBFb FRET: blocks binding of human RUNX1 Runt domain to CBFb; Q01196+Q13951; 220,000 compounds, 0.46% hits; inhibition, % at 20 µM; Cerulean-Runt/Venus-CBFb FRET ratio 530/480, 1 h;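 active = inhibition over about 50% at 20 µM in the single-dose screen, limit read from the data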;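 note: 0% = DMSO wells and 100% = excess unlabeled CBFb competitor control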
Target sequence (Q01196 whole entry, looked up, the tested form may be a part): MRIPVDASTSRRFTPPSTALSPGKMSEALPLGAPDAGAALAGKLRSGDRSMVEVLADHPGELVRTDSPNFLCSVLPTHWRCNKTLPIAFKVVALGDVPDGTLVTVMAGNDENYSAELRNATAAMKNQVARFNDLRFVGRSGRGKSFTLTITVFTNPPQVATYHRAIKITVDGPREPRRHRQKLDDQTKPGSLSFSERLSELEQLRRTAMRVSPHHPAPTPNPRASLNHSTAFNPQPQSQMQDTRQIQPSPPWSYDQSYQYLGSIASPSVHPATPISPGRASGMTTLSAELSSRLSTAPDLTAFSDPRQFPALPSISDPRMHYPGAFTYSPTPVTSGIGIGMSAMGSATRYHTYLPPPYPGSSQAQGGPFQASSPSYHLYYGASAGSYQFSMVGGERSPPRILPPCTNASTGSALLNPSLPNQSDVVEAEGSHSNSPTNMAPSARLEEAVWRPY
Target sequence (Q13951 whole entry, looked up, the tested form may be a part): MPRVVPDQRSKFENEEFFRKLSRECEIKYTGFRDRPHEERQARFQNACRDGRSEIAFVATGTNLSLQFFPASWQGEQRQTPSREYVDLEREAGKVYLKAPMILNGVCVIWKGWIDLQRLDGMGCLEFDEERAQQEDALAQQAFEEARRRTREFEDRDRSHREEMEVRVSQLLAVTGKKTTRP
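Measured by: fluorescence energy transfer, 422 nm excitation, 530/480 nm emission; Assay system: Cerulean-Runt domain; Medium: Tris pH 7.5 buffer with BSA; Measure: loss of energy transfer signal; Controls: 5 µM unlabeled CBFb as full-inhibition high control; Incubation: protein complex preformed 1 h, compound exposure 1 h, room temperature, dark.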
FXIIa inh: blocks human coagulation factor XIIa protease activity. inhibition, % at 5 µM. 220,000 compounds, 0.3% hits. P00748. purified FXIIa, Boc-QGR-AMC fluorogenic substrate, 2 h; in the data active = inhibition above about 40%;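 note: 0% = enzyme with no compound and 100% = blank without enzyme; many of its hits are not listed in these tables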
Runt-SMMHC FRET: blocks binding of human RUNX1 Runt domain to CBFb-SMMHC | Q01196+Q13951 | Cerulean-Runt/Venus-CBFb-SMMHC FRET ratio 530/480, 1 h | inhibition, % at 20 µM | 220,000 compounds, 0.74% hits | AID 1434;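 active = mean inhibition across duplicate retests at 20 µM reaching about 50%, limit read from the data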;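 note: 0% = DMSO wells and 100% = wells with excess untagged CBFb-SMMHC; inhibitors lower the FRET ratio by blocking Runt binding to CBFb-SMMHC; some results filed as inactive read as strong as hits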
Wee1 degr inh: blocks degradation of human Wee1 kinase; 220,000 compounds, 1.2% hits; P30291; reporter increase, % at 5 µM; HeLa Luc-Wee1K328M stability, luciferase luminescence; 100% = proteasome inhibitor MG132 effect;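 active = activation above the mean of all tested compounds plus 3 SD, set per screening run, cut at about 8.8% in these data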;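 note: cells exposed to compound for 20 h before luminescence read; 0% = DMSO alone and 100% = MG132 at 30 µM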
hK5 inh: inhibitors of human kallikrein 5; Q9Y337; recombinant hK5, fluorogenic AMC substrate cleavage; inhibition, % at 5 µM; 210,000 compounds, 0.59% hits;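 active = inhibition of 40% or more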;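 note: 0% = enzyme controls without compound and 100% = no-enzyme blanks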
Hck-Nef inh: inhibitors of human Hck kinase activated by Nef; AID 463187; inhibition, % at 20 µM; P08631; Recombinant Hck-YEEI plus Nef, Z-Lyte FRET kinase assay; 220,000 compounds, 0.68% hits;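 active = Hck-Nef kinase inhibition above about 50%, limit read from the data; inactive = inhibition below that limit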;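 note: 0% = DMSO with Hck plus Nef and 100% = Hck alone without Nef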
FXIa inh: blocks human coagulation factor XIa protease activity | P03951 | purified FXIa, Boc-Glu-Ala-Arg-AMC fluorogenic substrate | inhibition, % at 5 µM | 220,000 compounds, 0.14% hits | AID 798;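 active = inhibition of at least 40%; inactive = inhibition below 40%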;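 note: fluorescence of freed AMC excited at 355 nm; 0% = enzyme without compound and 100% = no enzyme blank; many of its hits are not listed in these tables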
Starred values were filed as active, the others as inactive; nt = no result given; [ ] = dose if it differs, or a comment.

The line under a structure holds: 14-3-3 Bad PPI	thrombin 1536	Runt-CBFb FRET	FXIIa inh	Runt-SMMHC FRET	Wee1 degr inh	hK5 inh	Hck-Nef inh	FXIa inh
- CCC(C)C1C(C#N)=C(N)Oc2n[nH]c(-c3ccccc3)c21 (stereo not given)
 : 2	-3	-2	9	-1	-2	-12	2	-1
- COc1cc(C(=O)NCC(=O)n2nc(C)cc2C)cc(OC)c1OC
 : -3	-3	1	9	2	-1	-27	1	-4
- COc1ccc2[nH]c(=O)c(CN(Cc3ccco3)C(=O)c3ccccc3)cc2c1
 : 4	-6	4	-18	6	-1	-24	3	-15
- O=C(NCCOC(=O)c1ccc(S(=O)(=O)N2CCOCC2)cc1)c1cccnc1
 : 4	25	2	1	-1	3	-24	-9	-12
- O=C(Nc1ccccc1[N+](=O)[O-])C1C(c2ccccc2)=C1c1ccccc1
 : 7[fluorescence artefact?]	-1	0	-5	-4	-1	6	-1	-28
- Cc1[nH]n(-c2ccccc2)c(=O)c1/C=N/N1C(=O)c2cccc3cccc(c23)C1=O
 : -26	-5	0	3	-1	1	-6	2	-3
- CNC(=O)c1sc(-c2cccnc2)nc1C
 : 7[fluorescence artefact?]	1	0	11	3	7	7	1	1
- CCOC(=O)Cc1csc(NC(=O)CCS(=O)(=O)Cc2ccccc2)n1
 : 4	0	-1	15	1	0	-11	1	4
- NC(CC(=O)NC(c1ccccc1)(c1ccccc1)c1ccccc1)C(=O)O (stereo not given)
 : -1	9	2	25	-3	0	nt	-3	12
- Cc1cc(-c2nn(-c3ccccc3)cc2/C=C2\SC(N)=NC2=O)ccc1OC(C)C
 : -5[fluorescence artefact?]	-1	0	6	-40	-1	-19	0	3
- CCOc1ccc(C(CC(=O)O)NC(=O)COc2ccccc2OC)cc1OC (stereo not given)
 : -1	-5	1	7	-1	-1	0	17	-3
- CCCCN(C)S(=O)(=O)c1ccc(C(=O)N=c2sc3cc(NC(C)=O)ccc3n2C)cc1
 : 61[fluorescence artefact?]	-2	-2	7	-43	0	-3	13	6
- COc1ccc(C(=O)N/N=C/c2cc3ccccc3[nH]c2=O)cc1
 : -11	34	5	60*	19	5	21	12	52*
- N=c1c(S(=O)(=O)c2ccccc2)cc2c(=O)n3ccccc3nc2n1Cc1ccco1
 : nt	-3	12	-54	nt	0	-131	22	-11
- CC(C)c1nnc(SCC(=O)NCc2ccco2)n1C
 : 1	-6	-2	13	-1	-1	7	1	9
- C=CCNC(=S)N/N=C/c1cn(C)c2ccccc12
 : 2	0	2	6	-5	0	5	15	2
- CCOC(=O)C1C(CC)NC(=S)NC1(C)O (stereo not given)
 : 8	11	-1	28	0	1	39	2	29
- C/C(CC(=O)NCc1ccco1)=N\NC(=O)COc1ccc(C)cc1
 : 24	14	1	16	3	-2	21	-1	16
- Cc1cccnc1NC(=O)Cn1nc(-c2ccccc2)oc1=S
 : -6	-5	-6	15	4	-1	-10	4	10
- COc1ccccc1N1CCN(c2cc(=O)n(Cc3ccc(F)cc3)c(=O)[nH]2)CC1
 : 11	1	0	19	-3	-1	-2	20	13
- Cc1ccc(CNC(=O)C(CCC(N)=O)NC(=O)OCc2ccccc2)cc1 (stereo not given)
 : -17	-10	-2	9	-2	-1	-17	1	1
- CCCCN(C(=O)CNC(=O)c1cccs1)C(C(=O)NC1CCCCC1)c1cccnc1 (stereo not given)
 : 1[fluorescence artefact?]	1	0	5	1	5	-3	4	3
- O=C(C(c1ccccc1)c1ccccc1)N1CCN(Cc2ccccn2)CC1
 : 71*	2	2	14	-2	3	-6	-14	-5
- CC(=O)NC12CC3CC(C1)CC(C(=O)OCC(=O)c1ccc4c(c1)OCCO4)(C3)C2
 : 30[fluorescence artefact?]	2	-1	1	-3	1	-21	-1	-3
- COCCN1C(=O)N(c2cccc(C)c2)C(=O)C1CC(=O)Nc1ccc(F)cc1 (stereo not given)
 : 93*	-6	1	11	-5	-3	8	7	-1
- Nc1c(C(=O)NCc2ccco2)sc2nc3c(cc12)C(=O)CCC3
 : 10[fluorescence artefact?]	8	11	11	7	0	-12	8	7
- CCOC(=O)C1CCN(CCC(=O)Nc2ccc(Cl)cc2)CC1
 : -3	0	0	12	1	-1	7	-10	1
- CC(C)=C1SC(N2CCOCC2)=NC1=O
 : -15	-4	1	2	4	6	-26	1	-18
- CCCN1CC23C=CC(O2)C(C(=O)O)C3C1=O (stereo not given)
 : -1	-9	1	-2	2	2	-14	18	-7
- Cc1ccc(S(=O)(=O)Nc2ccnc(-c3cccnc3)n2)cc1
 : 2	-6	-2	5	2	0	-5	20	-5

Some entries already given, limited to Wee1 degr inh, thrombin 1536 and Runt-CBFb FRET.
SMILES | Wee1 degr inh | thrombin 1536 | Runt-CBFb FRET
CCCCN(C(=O)CNC(=O)c1cccs1)C(C(=O)NC1CCCCC1)c1cccnc1 (stereo not given) | 5 | 1 | 0
CCCN1CC23C=CC(O2)C(C(=O)O)C3C1=O (stereo not given) | 2 | -9 | 1

(list continues)
The line under a structure holds: 14-3-3 Bad PPI	thrombin 1536	Runt-CBFb FRET	FXIIa inh	Runt-SMMHC FRET	Wee1 degr inh	hK5 inh	Hck-Nef inh	FXIa inh
- CCCCn1c(CN2CCN(c3ccccc3)CC2)nc2c1c(=O)n(C)c(=O)n2C
 : -4	-2	-4	3	0	-1	0	22	-6
- Cc1ccc(N(C(=O)C2CCCO2)C2C=CS(=O)(=O)C2)cc1Cl (stereo not given)
 : -3	-5	0	11	1	1	-5	-9	0
- CCn1c(SCC(=O)Nc2ccc3c(c2)c2ccccc2n3CC)nnc1-c1cnccn1
 : 15	0	1	-2	-11	-2	5	-8	1
- CCOC(=O)c1c(NC(=O)Nc2cccc(Cl)c2)sc(C)c1C
 : -7[fluorescence artefact?]	-7	2	-3	-4	0	-8	-2	-4
- CCOc1ccc(Cc2onc3c2C(=O)CC(C)(C)C3)cc1OCC
 : -9	-2	-5	6	0	2	-13	20	-8
- Cc1nc(N2CCC(C)CC2)c2c(C)c(C(=O)Nc3ccc(C)c(F)c3)sc2n1
 : -13	-11	-5	13	1	2	3	22	-1
- CCOC(=O)c1c(C)[nH]c(C2=NNC(=Nc3ccccc3OC)SC2)c1C
 : -10	-3	1	13	3	3	-8	3	3
- CO[C@H]1C=CO[C@@]2(C)Oc3c(C)c(O)c4c(O)c(c5c(c4c3C2=O)NC2(CCN(CC(C)C)CC2)N=5)=NC(=O)C(C)=CC=C[C@H](C)[C@H](O)[C@@H](C)[C@@H](O)[C@@H](C)[C@H](OC(C)=O)[C@@H]1C
 : 3	nt	-7	nt	-14	-3	nt	nt	nt
- CCCc1cc(=O)[nH]c(SCc2ccc(C#N)cc2)n1
 : -1	8	1	6	-2	-3	12	8	3
- CCS(=O)(=O)Nc1cc(C(=O)O)ccc1C
 : -8	1	0	0	1	1	-5	6	21
- O=C(O)CC1NCCc2ccccc21 (stereo not given)
 : -5	-11	0	2	2	-3	-1	7	-3
- COCCn1c(SCC(=O)N2CCCc3ccccc32)nnc1-c1ccco1
 : 9	-7	2	-2	5	-2	1	0	-8
- Cn1c(NC(=O)Cc2ccc(F)cc2)cc(=O)n(C)c1=O
 : 9	-5	3	12	-7	-1	1	-1	1
- COc1ccc(-c2cc(C(=O)NCCCn3ccnc3)no2)cc1
 : -6	-1	1	-6	-3	-1	-24	-10	4
- COC(=O)c1sc(-c2ccc(C(C)(C)C)cc2)cc1NC(=O)COCC(=O)O
 : 3	-3	8	5	14	1	-1	22	-1
- O=C(CCn1c(=O)sc2ccccc21)NCc1cccs1
 : 5[fluorescence artefact?]	-4	-1	10	-3	0	-3	18	1
- O=C(Nc1ccc(F)cc1F)c1ccccc1-c1ccccc1
 : -5	-10	2	8	2	1	0	0	-7
- CCc1c(C)nc(SC)n(CC#N)c1=O
 : 2	-9	0	0	-2	-2	3	0	-3
- CC(C)(C)NC(=O)C(c1ccc(O)cc1)N(C(=O)CCC(=O)Nc1nccs1)c1ccccc1F (stereo not given)
 : -17	-8	-2	8	3	0	5	23	-1
- O=S(=O)(c1ccccc1)c1cnc(-c2cccnc2)nc1-c1ccc(Cl)cc1Cl
 : 2	3	-4	18	0	-2	21	-1	4
- O=C(Cc1coc2cc3c(cc12)CCC3)OCc1cc(=O)n2c(n1)sc1ccccc12
 : 0	2	-1	1	-6	-2	-26	7	0
- COc1ccc(-c2cc(-n3c(C(F)(F)F)nc4ccccc43)n(CCC#N)n2)cc1
 : 4[fluorescence artefact?]	-1	-2	19	2	-1	-13	1	15
- COC(=O)C1=C(Nc2ccccc2NC(=O)CCCC(=O)O)CSC1
 : 1	-5	4	5	-5	-4	1	2	1
- CCOC(=O)c1c(C)nc2sc3c(=O)[nH]cnc3c2c1-c1ccc(OC)cc1
 : 3[fluorescence artefact?]	-3	-5	10	-3	1	-6	5	5
- Cc1nc2ccc3nc(NC(=O)C4COc5ccccc5O4)sc3c2s1 (stereo not given)
 : 5[fluorescence artefact?]	-1	-3	14	-2	-1	2	-2	11
- O=C(NCCCN1CCOCC1)c1cc2c(s1)CCC2
 : -7	-2	1	0	0	2	-15	2	-19
- CCOCCCNCC(=O)NC1(C)C2CCC(C2)C1(C)C (stereo not given)
 : 45	1	-2	14	1	1	8	2	-19
- COc1cccc(/C=N/NC(=O)C(C)n2nc(C)c([N+](=O)[O-])c2C)c1O (stereo not given)
 : -4[fluorescence artefact?]	-9	0	5	-4	-2	-32	0	0
